# PAFAH1B2 FP inh: PAFAH1B2 enzyme inhibitors, primary screen, biochemical, fluorescence polarization, human; Platelet-activating factor acetylhydrolase IB subunit alpha2 (Homo sapiens), P68402; recombinant PAFAH1B2, FP-rhodamine activity probe; inhibition, % at 3.39 µM; hit rate 1.2% among 340,000; AID 492953, 2010;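 active = inhibition above the mean of all tested compounds plus 3 SD, cut at about 24% in these data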;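 also: 0% = enzyme with DMSO and 100% = wells lacking PAFAH1B2; many of its hits are not listed in these tables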
# LYPLA2 inh: LYPLA2 inhibitors, primary screen, counter-screen for PME1 inhibitor project, biochemical, fluorescence polarization, FP-Rh probe ABPP | AID 2177, 2009 | hit rate 0.38% among 320,000 | inhibition, % at 5.9 µM | recombinant LYPLA2 | Acyl-protein thioesterase 2 (Homo sapiens), O95372;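 active = inhibition above the screen-wide mean plus 3 SD, limit set per campaign, cut at about 26% in these data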;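 also: 0% = LYPLA2 with DMSO and 100% = wells lacking LYPLA2 enzyme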
# EBNA-1 inh: EBNA-1 DNA-binding inhibitors, primary screen, biochemical, fluorescence polarization; inhibition, % at 14.8 µM; hit rate 0.34% among 300,000; in the data active = inhibition above about 28%
# PREPL inhibitor: PREPL enzyme inhibitors, primary screen, biochemical, fluorescence polarization. Prolyl endopeptidase-like (Homo sapiens), Q4J6C6. recombinant PREPL, fluorescence polarization activity-based probe. inhibition, % at 5.96 µM. hit rate 0.68% among 320,000. AID 2751, 2010; in the data active = inhibition above about 43%;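 also: 0% = enzyme with DMSO and 100% = wells lacking enzyme; many of its hits are not listed in these tables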
# ZTA DNA inh: ZTA (EBV) inhibition in EBNA-1 counter-screen. P03206. ZTA-DNA binding, fluorescence polarization. inhibition, % at 11 µM. hit rate 0.15% among 320,000. AID 2234; in the data active = inhibition above about 33%
# PAFAH2 inh: PAFAH2 enzyme inhibitors, primary screen, biochemical, fluorescence polarization, human. inhibition, % at 3.39 µM. recombinant PAFAH2, FP-rhodamine activity probe. hit rate 0.99% among 340,000. Platelet-activating factor acetylhydrolase 2, cytoplasmic (Homo sapiens), Q99487;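 active = inhibition above the mean over all tested compounds plus 3 SD, cut at about 30% in these data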;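 also: inhibitors block probe labeling of enzyme so polarization drops; 0% = enzyme with DMSO and 100% = wells lacking PAFAH2 protein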
# LYPLA1 counter: LYPLA1 inhibitors, primary screen, counter-screen for PME1 inhibitor project, biochemical, fluorescence polarization, FP-Rh probe ABPP; Acyl-protein thioesterase 1 (Homo sapiens), O75608; recombinant LYPLA1; inhibition, % at 5.9 µM; hit rate 0.16% among 320,000; AID 2174, 2009;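 active = inhibition above the mean of all tested compounds plus 3 SD, set per campaign, cut at about 14% in these data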;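 also: inhibitors block serine hydrolase probe labeling of LYPLA1 so polarization falls; 0% = enzyme with DMSO and 100% = wells lacking LYPLA1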
# Target sequence (O75608 whole entry, looked up): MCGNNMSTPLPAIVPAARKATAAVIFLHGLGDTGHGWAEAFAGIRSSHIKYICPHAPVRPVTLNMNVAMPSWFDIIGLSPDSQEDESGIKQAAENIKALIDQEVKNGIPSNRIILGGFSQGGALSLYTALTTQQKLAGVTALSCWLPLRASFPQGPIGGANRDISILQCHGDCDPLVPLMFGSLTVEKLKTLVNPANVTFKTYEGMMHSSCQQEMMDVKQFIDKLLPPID
# PAFAH1B3 FP inh: PAFAH1B3 enzyme inhibitors, primary screen, biochemical, fluorescence polarization, human; Platelet-activating factor acetylhydrolase IB subunit alpha1 (Homo sapiens), Q15102; recombinant PAFAH1B3, FP-rhodamine probe; inhibition, % at 3.39 µM; hit rate 0.28% among 340,000; AID 492972, 2010;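 active = inhibition above the screen-wide average of all tested compounds plus 3 SD, cut at about 25% in these data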;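 also: 0% = enzyme with DMSO only and 100% = wells lacking PAFAH1B3 protein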
# Target sequence (Q15102 whole entry, looked up): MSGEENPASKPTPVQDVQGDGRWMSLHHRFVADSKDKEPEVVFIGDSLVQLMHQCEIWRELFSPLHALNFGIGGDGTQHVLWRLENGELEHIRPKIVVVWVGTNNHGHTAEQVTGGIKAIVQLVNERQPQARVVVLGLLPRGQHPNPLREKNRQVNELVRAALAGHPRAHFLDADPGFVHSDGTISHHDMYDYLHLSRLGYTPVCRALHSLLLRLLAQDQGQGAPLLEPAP
# pPAFAH inh: pPAFAH enzyme inhibitors, primary screen, biochemical, fluorescence polarization, human | Platelet-activating factor acetylhydrolase (Homo sapiens), Q13093 | recombinant pPAFAH, FP-rhodamine probe fluorescence polarization | inhibition, % at 3.39 µM | hit rate 1.5% among 330,000;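 active = inhibition above the mean inhibition across the screen plus 3 SD, cut at about 25% in these data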;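 also: inhibitors block binding of the rhodamine activity-based probe so polarization drops; 0% = enzyme with DMSO and 100% = wells lacking pPAFAH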
# Target sequence (Q13093 whole entry, looked up): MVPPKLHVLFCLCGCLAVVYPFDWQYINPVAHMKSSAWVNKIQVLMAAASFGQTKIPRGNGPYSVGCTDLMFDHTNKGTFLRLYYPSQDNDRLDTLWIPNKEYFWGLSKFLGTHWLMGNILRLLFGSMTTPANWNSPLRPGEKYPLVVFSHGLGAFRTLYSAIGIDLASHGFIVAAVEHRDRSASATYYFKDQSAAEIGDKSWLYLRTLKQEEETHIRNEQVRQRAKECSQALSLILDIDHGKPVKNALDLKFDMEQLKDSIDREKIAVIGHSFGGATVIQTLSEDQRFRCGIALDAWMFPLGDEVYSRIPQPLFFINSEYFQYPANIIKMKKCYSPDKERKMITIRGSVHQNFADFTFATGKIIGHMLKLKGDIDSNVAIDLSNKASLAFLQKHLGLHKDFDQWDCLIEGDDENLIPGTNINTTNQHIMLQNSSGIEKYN
# * hit, by the source's call; . = no result given.
molecule	PAFAH1B2 FP inh	LYPLA2 inh	EBNA-1 inh	PREPL inhibitor	ZTA DNA inh	PAFAH2 inh	LYPLA1 counter	PAFAH1B3 FP inh	pPAFAH inh
COc1ccc(CN2C(=O)c3ccccc3C2=O)cc1C(=O)OC(C)C(=O)NC(N)=O (stereo unspecified)	2	-1	-2	-1	-26	0	-5	-2	-1
Cc1ccc(C(=O)NCc2ccco2)cc1[N+](=O)[O-]	0	24	1	1	-8	7	3	1	2
COCCN(C(=S)Nc1ccc(C)cc1C)C(C)c1cccs1 (stereo unspecified)	6	-8	6	0	1	20	-4	1	1
CN(C)C(CNC(=O)CSc1nc2sc3c(c2c(=O)n1C)CCCC3)c1ccccc1 (stereo unspecified)	-4	-2	.	29	5	1	-4	-1	-4
Clc1ccc(OCc2nn3c(-c4ccccc4)nnc3s2)c(Cl)c1	5	0	11	-1	4	0	0	-1	-2
CCN(CC)c1ccc(C=Nc2ccccc2)c(O)c1	7	1	4	-12	5	4	3	3	7
CCCc1nn2c(=O)cc(CSCC(=O)Nc3ccccc3OC)nc2s1	2	-8	1	12	10	9	-6	0	-3
CCC(C)NC(=O)C(Cc1ccccc1)NS(=O)(=O)c1ccc2c(c1)CCC(=O)N2 (stereo unspecified)	0	4	-6	1	-1	3	1	9	1
COc1ccc(C(=O)NNC(=S)NC(=O)c2cccs2)cc1	4	1	0	2	-3	5	3	5	5
CSCCC(NS(=O)(=O)c1ccc(Cl)cc1)C(=O)OCC(=O)N(C(C)C)C(C)C (stereo unspecified)	5	3	5	18	12	7	-2	-4	6
CC(=O)N1CCN(c2ccc(NC(=O)c3cc4ccccc4o3)cc2)CC1	3	8	4	11	-18	-4	4	1	26*
Cc1ccc(-c2nnnn2CS(=O)(=O)c2ccccc2)cc1	15	1	2	0	8	0	-2	6	3
O=c1oc2ccccc2c(O)c1CN1CCCCC1	-1	-4	-7	2	-14	-7	-2	3	2
COc1ccc(-c2nn(-c3ccccc3)cc2CO)cc1OC	10	-4	-6	5	5	1	4	-1	-4
O=C(c1ccco1)N1CCN(Cc2ccccc2Br)CC1	3	-3	-9	13	0	1	1	4	5
COC(=O)c1c(C)oc2ccc(NS(=O)(=O)c3cccs3)cc12	4	-5	2	5	3	-3	-6	7	10
Cc1ccc(C)c(S(=O)(=O)N2CCN(C(=O)c3ccc(C)s3)CC2)c1	5	4	-9	-3	-13	7	2	-2	8
CC(=O)N1N=C(c2ccc(NS(=O)(=O)c3ccccc3)cc2)CC1c1ccco1 (stereo unspecified)	3	4	.	6	-9	2	-1	2	6
CCN(CC)S(=O)(=O)c1cccc(NC(=O)COC(=O)c2n[nH]c(=O)c3ccccc23)c1	5	-1	-10	2	21	6	1	4	-4
O=[N+]([O-])c1ccc(C2CCCC/C2=N/OCc2ccc(F)cc2)c([N+](=O)[O-])c1 (stereo unspecified)	5	-1	6	2	2	1	-1	9	0
CCOC(=O)c1c(NC(=O)CSc2nnc(C)s2)sc2c1CCCCC2	2	-6	-3	15	-12	-10	-9	1	8
CC(=O)N1CCC(N2CCN(Cc3ccc(C)cc3)C(CCO)C2)CC1 (stereo unspecified)	2	2	-15	9	-10	8	1	2	3
CCOC(=O)C1CCN(C(=O)N2CCOCC2)CC1	0	-4	1	-4	-12	-10	0	2	1
CNC(=O)c1c(Br)cnn1-c1ccc(C)cc1	5	-8	-2	0	-8	-3	-1	8	0
Cc1ccc2c(ccc(=S)n2C)c1	3	7	-3	-1	9	-2	0	6	-5
CCCOc1ccccc1C(=O)N(Cc1cccc(Br)c1)C1CCS(=O)(=O)C1 (stereo unspecified)	6	-1	-2	5	-5	14	-2	11	-3
Cc1ccc(C2C3=C(CC(C)(C)CC3=O)Nc3[nH]c(=S)[nH]c(=O)c32)cc1 (stereo unspecified)	8	8	2	-5	-24	7	-4	0	3
COc1ccccc1CC(=O)Nc1ccc2nc(C)sc2c1	-4	-5	10	-1	11	-1	-3	2	-2
O=C(N/C=C\c1ccccc1)NCc1ccc(Cl)cc1Cl	3	-23	-2	-11	-20	-7	-8	-4	-1
Cc1ccc(C(=O)NCCCn2ccnc2)cc1[N+](=O)[O-]	0	-7	-2	-2	-5	-24	-2	11	-4
O=C(OC(C(=O)NCC1CCCO1)c1ccccc1F)c1ccco1 (stereo unspecified)	2	-7	-11	8	-1	0	-4	0	-7
COc1ccc(CNC(=O)N[C@@H](Cc2c[nH]c3ccccc23)C(=O)O)cc1	16	-3	6	10	13	-7	0	8	9
O=C(NCc1ccc(Cl)cc1)c1ncn[nH]1	10	-1	-2	27	-3	4	0	2	4
CC(C)NC(=O)c1cc(=O)n(C)c(=O)n1C	1	2	-9	9	7	4	0	0	2
N#Cc1c(-c2ccccc2)nc(SCC(=O)Nc2ccc(OC(F)(F)Cl)cc2)[nH]c1=O	79*	6	-2	-8	6	-4	-7	14	-7
CCOC(=O)c1sc(=S)n(-c2ccccc2Cl)c1C	0	-1	4	3	4	4	1	11	5
Nc1nc(SCC(=O)Nc2ccc(Cl)cn2)n[nH]1	3	-3	2	4	-1	2	3	-4	5
Cc1cccn2c(=O)c3cc(C(=O)NC4CCCCC4)sc3nc12	4	-1	-11	7	2	7	0	-8	-7
Cc1ccc(Nc2nnc(SCC(=O)Nc3cccnc3Cl)s2)cc1C	-4	9	-6	33	1	9	1	3	15
CCc1ccc(-c2nnn(CC(=O)N(C3CCCC3)C3CCS(=O)(=O)C3)n2)cc1 (stereo unspecified)	-4	7	.	8	-5	-6	-1	2	5
COc1ccc(C(=O)N(C)Cc2nc3ccccc3c(=O)[nH]2)cc1S(=O)(=O)N1CCCC1	-1	-2	.	6	1	-11	3	4	3
CCC(C)(C)NC(=O)CN(C(=O)CCC(=O)Nc1nccs1)c1ccccc1C	3	-2	-3	10	-16	-3	0	6	-2
C[C@H](CO)N1C[C@H](C)[C@@H](CN(C)C(=O)Nc2ccc(F)cc2)Oc2ccc(NS(C)(=O)=O)cc2C1=O	-2	.	.	12	.	-2	.	1	3
COc1ccc(C(=O)NCCc2nc3cc([N+](=O)[O-])ccc3n2C)cc1	4	-5	-5	4	-1	10	0	1	3
COc1ccc(/C=N/NC(=O)C2C(=O)NCC2c2ccccc2)c(OC)c1 (stereo unspecified)	-4	3	7	1	-5	-4	1	3	0
COc1cc(OC)cc(C(=O)NCC(=O)NCC(c2ccco2)N2CCCCC2)c1 (stereo unspecified)	6	3	.	0	-5	-2	-2	-4	0
CS(=O)(=O)N(CC(=O)Nc1ccccc1C(=O)NCc1ccco1)c1ccc2c(c1)OCCO2	5	0	-7	-3	1	-8	3	3	2
COc1ccc(CCN(Cc2nc(-c3ccccc3)no2)Cc2nc(-c3ccccc3)no2)cc1OC	1	-3	-4	2	6	5	0	-1	-2
O=C(CSc1ccc([N+](=O)[O-])cn1)Nc1ccc2[nH]c(=O)[nH]c2c1	3	5	6	10	-6	1	0	0	8
COC(=O)C1(C)Cc2cc(OC(C)=O)c(OC(C)=O)cc2N1 (stereo unspecified)	.	-8	4	5	16	.	-3	.	2

# (next part)
molecule	PAFAH1B2 FP inh	LYPLA2 inh	EBNA-1 inh	PREPL inhibitor	ZTA DNA inh	PAFAH2 inh	LYPLA1 counter	PAFAH1B3 FP inh	pPAFAH inh
CCOC(=O)C1=C(COC(=O)/C=C/c2ccco2)NC(=O)NC1C (stereo unspecified)	7	5	-9	3	1	-1	2	2	10
CCN1CCN(C(=O)C2c3cc(OC)c(OC)cc3C(=O)N(C)C2c2ccc(SC)cc2)CC1 (stereo unspecified)	1	4	-2	13	-5	-1	-2	4	-1
CC(Nc1nc(-c2ccccc2F)nc2ccccc12)c1ccccc1 (stereo unspecified)	4	-8	-3	2	2	0	-10	0	3
CCCC(=O)Nc1sc2c(c1C#N)CCCCC2	9	-4	7	5	-13	-3	3	1	0
COC(=O)[C@H](Cc1ccccc1)NC(=O)c1ccc2ccccc2n1	-2	-3	2	-6	0	5	-5	2	0
O=C(O)c1ccccc1/C=N/Nc1ccc(S(=O)(=O)N2CCCC2)cc1[N+](=O)[O-]	12	6	6	6	-11	-6	-1	8	9
O=C(Nc1ccnn1C1CCN(Cc2cccc(F)c2F)CC1)C1CCCC1	5	0	-3	5	-1	-1	-2	3	4
CC1CC(c2ccccc2)NS(=O)(=O)O1 (stereo unspecified)	0	-1	5	-2	0	-3	2	-2	0
CCOc1ccc(-n2c(SCc3ccc(C(=O)OC)o3)nc3c(c2=O)SCC3)cc1	-2	-1	-2	-6	1	-4	2	1	-3
Cc1ccc(OC(=O)c2cc(=O)c3ccccc3o2)cc1	5	4	2	5	-10	-7	-2	7	2
CC(C)(C)NC(=O)NC(=O)COC(=O)COc1ccc(Cl)cc1Cl	4	7	-2	15	-9	2	3	2	5
Cc1cc(C)n(C(=O)c2nn(C)c(C)c2[N+](=O)[O-])n1	1	1	3	10	-2	-1	1	11	2
O=C(Nc1cccc(Cl)c1)Nc1ccc2nccnc2c1	-5	-25	-3	0	3	-18	-32	3	-17
O=C(/C=C/Nc1cccc(F)c1)c1ccco1	1	2	8	-9	2	-3	-2	-4	2
Cn1cc(CN2CCc3c([nH]c4ccccc34)C2C(C)(C)C)cn1 (stereo unspecified)	-3	-4	-5	-7	2	2	0	4	-2
O=C(COC(=O)CNC(=O)C1CCCCC1)Nc1ccc2c(c1)OCCO2	-1	-12	-5	16	0	2	-6	4	-7
Cc1cc(OCC(=O)Nc2ccc(N3CCN(C(=O)c4ccco4)CC3)cc2)cc(C)c1Cl	2	5	14	24	4	3	5	10	2
CCOC(=O)C(=O)N(CC)C1CCS(=O)(=O)C1 (stereo unspecified)	2	-7	5	10	-15	3	-5	1	-5
Cc1ccc(-c2noc(-c3ccccc3Br)n2)cc1	4	-7	-12	-14	-7	-4	-2	-3	-1
Cn1c(=O)c2c(nc(Oc3ccc4ccccc4c3)n2C)n(C)c1=O	3	-1	-6	40	17	1	-4	7	1
C=CCN(C(=O)c1csnn1)C(C(=O)NC1CCCC1)c1ccccc1 (stereo unspecified)	0	-2	-4	-4	-6	-3	-3	8	1
CCOc1ccccc1-c1nc(C(N)=O)c2[nH]c(=O)n(-c3cccc(C)c3)c2n1	4	-3	-4	5	-4	1	-1	-5	4
Clc1nc2ccccc2cc1/C=N/Nc1nc2ccccc2[nH]1	3	-3	6	13	-10	11	-3	10	6
O=C(Nc1ccc(NC(=O)c2ccncc2)cc1)c1ccncc1	.	4	6	-8	4	.	-3	.	4
COc1ccc(S(=O)(=O)N(CC(=O)O)c2ccccn2)cc1	3	10	-4	-10	11	7	0	7	-1
Cc1nc(SC2CC(=O)N(c3ccc([N+](=O)[O-])cc3)C2=O)nc2c1CCCC2 (stereo unspecified)	-3	-4	1	8	3	-1	-2	-3	0

# Assay outcomes from PubChem BioAssay.

# Some of the compounds tested. The share of hits here may be higher or lower than overall.
